Efa HMGR inh = E. faecalis class II HMG-CoA reductase inhibition. purified E. faecalis HMGR, NADPH absorbance 340 nm kinetic. inhibition, % at 10 µM. actives 0.41% (n = 190,000). AID 1066;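 active = inhibition above a set limit, the median over all tested compounds plus 3 SD, cut at about 9.5% in these data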;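 also: enzyme runs in reverse so mevalonate oxidation gives rising NADPH absorbance; 0% = complete reaction with DMSO and 100% = background rate lacking mevalonate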
S1P3 antagonist = S1P3 (human) receptor antagonism | inhibition, % at 4.98 µM | CHO S1P3 NFAT-BLA reporter, FRET fluorescence, antagonist mode | actives 0.27% (n = 170,000) | Q99500 | AID 485;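 active = inhibition above the plate cutoff, the mean inhibition of test wells on that plate plus 3 SD, cut at about 28% in these data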;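 also: cells challenged with S1P at its EC80 of 0.8 µM; blue over green emission ratio from cleaved BLA substrate after 4 h stimulation; 0% = S1P-stimulated wells and 100% = unstimulated DMSO-only wells; some compounds past the cut are filed as inactive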
Target sequence (Q99500 whole entry, looked up): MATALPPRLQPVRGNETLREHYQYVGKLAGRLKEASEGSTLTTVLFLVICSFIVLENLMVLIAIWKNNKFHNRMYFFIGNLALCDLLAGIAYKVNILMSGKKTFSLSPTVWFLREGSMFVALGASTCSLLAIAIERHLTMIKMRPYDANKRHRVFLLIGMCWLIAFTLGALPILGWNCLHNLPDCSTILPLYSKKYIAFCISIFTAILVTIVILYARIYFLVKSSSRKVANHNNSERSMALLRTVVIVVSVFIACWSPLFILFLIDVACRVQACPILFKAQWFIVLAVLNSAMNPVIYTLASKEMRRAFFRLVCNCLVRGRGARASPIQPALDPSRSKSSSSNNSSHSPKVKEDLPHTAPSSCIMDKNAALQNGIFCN
PMI act satM6P = PMI (human) activation, high substrate; P34949; coupled PMI enzyme assay, resazurin fluorescence, 20 min; active compounds read high; 1 = untreated enzyme, 0 = substrate-free blank; activation factor at 20 µM; actives 0.34% (n = 190,000); AID 1216;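 active = activation factor of 2 or more at 20 µM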
Target sequence (P34949 whole entry, looked up): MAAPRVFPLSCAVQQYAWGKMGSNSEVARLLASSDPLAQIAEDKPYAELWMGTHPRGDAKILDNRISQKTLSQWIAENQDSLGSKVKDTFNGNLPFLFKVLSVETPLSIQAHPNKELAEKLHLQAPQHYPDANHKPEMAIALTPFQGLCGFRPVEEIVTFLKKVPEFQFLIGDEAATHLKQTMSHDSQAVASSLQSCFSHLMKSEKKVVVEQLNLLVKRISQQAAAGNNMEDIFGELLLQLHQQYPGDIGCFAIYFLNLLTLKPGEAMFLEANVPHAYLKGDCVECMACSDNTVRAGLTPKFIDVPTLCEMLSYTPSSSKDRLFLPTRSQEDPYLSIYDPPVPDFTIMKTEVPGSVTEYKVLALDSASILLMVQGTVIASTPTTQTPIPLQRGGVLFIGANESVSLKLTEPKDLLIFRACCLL
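Material: human phosphomannose isomerase with PGI, G6PDH, diaphorase coupling enzymes; amount: PMI at 15 ng/mL final; also added: Mannose-6-phosphate 1.0 mM (near-saturating) plus 0.22 mM NADP+; incubation: enzyme reaction with compound 20 min at room temperature; signal: resorufin fluorescence (Ex 544/Em 590 nm) from resazurin via diaphorase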
TNAP inh hi DEA = TNAP (human) inhibition, high acceptor | purified TNAP, CDP-star luminescence, 1 M DEA | actives 0.03% (n = 200,000) | inhibition, % at 20 µM | P05186;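 active = over 50% inhibition of tissue-nonspecific alkaline phosphatase at 20 µM in the single-dose screen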;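 also: plate controls were DMSO wells for no effect and EDTA-quenched wells as full inhibition for full effect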
L major viab = inhibitors of Leishmania major promastigote growth. inhibition, % at 10 µM. Leishmania major promastigotes, resazurin fluorescence viability. AID 1063. actives 9% (n = 200,000); in the data active = inhibition above about 50%;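 also: promastigotes grown with compound for 44 hours at 28 °C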
Redox H2O2 prof = compounds producing H2O2 with reducing agent – biochemical, NIH compound library profiling, artefact control for MLSCN library redox annotation, primary screen; activation, % at 10 µM; DTT-dependent redox cycling H2O2, phenol red/HRP absorbance; 100% = 100 µM peroxide control, 0% = buffer; AID 878; actives 0.03% (n = 200,000);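 active = activation of at least 50% relative to the plate's high and low controls in the primary single-dose screen; inactive = activation below 50%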;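 also: compound incubated with DTT at 0.8 mM final as the reducing agent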
RAM inhibit = yeast RAM network inhibition; S. cerevisiae dse1pr::URA3 reporter, 5-FOA growth OD615, 2 d; analog-sensitive cbk1-as2 kinase mutant strain; inhibition, % at 50 µM; actives 1.8% (n = 190,000);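 active = inhibition above a set limit, 3 SD over mean compound inhibition, cut at about 8.4% in these data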;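 also: 0% = DMSO-only wells with no growth and 100% = 10 µM 1-NA-PP1 full growth; inhibition rescues growth on 5-FOA so higher OD means more RAM inhibition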
TNAP inh no acc = inhibitors of human TNAP without phosphate acceptor; purified TNAP, CDP-star luminescence, 30 min; inhibition, % at 20 µM; actives 0.26% (n = 200,000); P05186;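 active = tissue-nonspecific alkaline phosphatase inhibition above about 50% at 20 µM in the single-dose screen, limit read from the data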;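 also: 0% = DMSO negative control and 100% = EDTA positive control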
Hsp70 act = transcriptional activators of Hsp70; HeLa Hsp70 promoter luciferase reporter, luminescence; scaled: vehicle 0, proteasome-inhibitor control 100%; activation, % at 10 µM; actives 0.04% (n = 200,000); AID 1203;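 active = activation above the mean across all tested compounds plus 3 SD, cutoff set per campaign, cut at about 5.5% in these data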;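 also: 100% = MG132 at 30 µM as the positive control and 0% = DMSO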
PMI activator = phosphomannose isomerase (human) activation | purified human PMI, coupled resazurin fluorescence, 20 min; active compounds read high; 1 = vehicle control, 0 substrate-free wells | activation factor at 20 µM | actives 0.005% (n = 190,000) | AID 1214;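 active = activation factor of 2 or more at 20 µM, relative to plate controls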
* hit, by the source's call; nt = not tested or not shown.

SMILES | Efa HMGR inh | S1P3 antagonist | PMI act satM6P | TNAP inh hi DEA | L major viab | Redox H2O2 prof | RAM inhibit | TNAP inh no acc | Hsp70 act | PMI activator
O=C(c1ccccc1Br)N1CCN(c2ccccc2)CC1 | -3.1 | -13.0 | 0.9 | -2.8 | -3.1 | -0.8 | -0.1 | -6.6 | -0.3 | 0.9
C=CCNC(=S)NNC(=O)c1ccc(Br)cc1 | -1.9 | -7.2 | 1.1 | -3.2 | -2.5 | 2.3 | 1.1 | -104.4 | -0.2 | 1
O=C(CSc1nnc(-c2ccncc2)n1Cc1ccco1)Nc1nc(-c2ccccc2)cs1 | -3.5 | nt | 1 | -11.4 | 28.2 | 0.1 | 5.3 | -9.2 | -0.3 | 0.9
CCCCOc1ccc(-n2nc(C)cc2C)nn1 | -0.1 | nt | 1 | -2.5 | -9.8 | 2.7 | -1.0 | -9.8 | 0.3 | 1
COc1cc2c(=O)n(-c3ccc(C)cc3)c(=O)n(CC(=O)c3ccc4c(c3)OCO4)c2cc1OC | -5.2 | 9.5 | 0.9 | -6.4 | -0.4 | -0.2 | 9.1* | -9.3 | -0.2 | 0.9
c1ccc(CSc2nnc(-c3sccc3-n3cccc3)o2)cc1 | -5.6 | nt | 1 | -3.0 | 6.3 | -4.7 | 8.7* | 5.6 | -0.1 | 1
CCCCCCCC(=O)Nc1ccc(C(=O)N/N=C/c2cccc([N+](=O)[O-])c2)cc1 | 7.1 | nt | 1.1 | -6.2 | -2.7 | 1.7 | 0.3 | -12.3 | 0.5 | 1.1
COCCn1c(C)cc(C(=O)COC(=O)CCN2C(=O)c3ccccc3C2=O)c1C | -2.6 | 2.4 | 0.9 | -3.4 | -4.4 | -4.0 | 4.5 | -14.1 | -0.5 | 0.9
CCCCn1c(SCC(=O)NCC2CCCO2)nc2ccc(N3CCOCC3)cc2c1=O (stereo unspecified) | -5.8 | nt | 1.5 | 1.9 | -8.2 | -0.8 | -0.7 | -5.9 | -0.5 | 1.2
CCC(=O)N(CCC(Cc1ccccc1)c1ccc2c(c1)OCO2)Cc1ccccc1F (stereo unspecified) | -5.4 | nt | 1 | -3.4 | 17.8 | -4.2 | 7.4 | -3.8 | -0.2 | 0.9
O=C(c1csc2ccccc12)N1CCN(c2ccccn2)CC1 | 3.8 | 3.2 | 1.1 | -0.4 | 18.2 | 0.1 | -0.1 | 2.0 | 0.0 | 1.1
Cn1c(O)c(N=NC(=S)Nc2ccccc2F)c2cc(S(=O)(=O)N3CCOCC3)ccc21 | -0.5 | 0.9 | 0.9 | 22.9 | -0.2 | -0.4 | 3.7 | 16.9 | -0.2 | 1
CC(=O)c1c(C)[nH]c(C(=O)NC2CCCCC2)c1C | -0.2 | 8.1 | 1 | -5.8 | -6.7 | 1.5 | -0.3 | 9.0 | -0.2 | 1.1
COc1ccc(C)cc1NC(=O)C(=O)N/N=C(\C)CC(=O)Nc1cccnc1 | -0.4 | -8.4 | 1.2 | 2.0 | -3.8 | -0.8 | 0.3 | -6.6 | -0.1 | 1.1
O=C(c1cccs1)N1CCC(Cc2ccccc2)CC1 | -1.2 | nt | 1 | -4.4 | 8.0 | 1.7 | -0.9 | -7.6 | -0.4 | 0.9
O=C(Nc1ccc2c(c1)CCC2)c1cccc(S(=O)(=O)N2CCN(c3ccccc3)CC2)c1 | -1.1 | nt | 0.9 | -8.7 | 9.4 | -0.1 | 3.5 | -12.7 | -0.2 | 0.9
Cc1ccc(CNC(=O)COC(=O)c2ccc(Br)cc2)cc1 | -3.9 | 9.3 | 1.1 | -1.9 | -10.1 | -0.1 | 3.4 | -4.5 | -0.3 | 1.1
CCOC(=O)C1CCN(c2nc(-c3ccccc3)nc3c2oc2ccccc23)CC1 | -6.3 | -1.0 | 0.9 | -1.2 | 40.2 | -3.5 | 7.4 | -6.5 | -0.1 | 0.9
C=CCSc1n[nH]c(-c2ccccc2)n1 | -5.3 | nt | 0.9 | -1.7 | 4.0 | 0.1 | -0.7 | 76.3* | -0.2 | 0.9
Cc1c(Cl)cccc1Nc1nc(N)nc(CSCCO)n1 | 0.9 | -3.7 | 1 | -1.2 | 7.5 | 0.9 | -0.6 | -7.0 | 0.0 | 0.9
Cc1ccc(C=Nc2ccccc2C#N)s1 | 5.1 | -13.8 | 1 | -3.4 | -6.2 | -0.1 | 1.6 | -5.4 | -0.3 | 1
CCCCc1nc(NCCN)c(C#N)c2c1CSC(C)(C)C2 | -0.8 | nt | 1 | -8.0 | 100.4* | 0.6 | 1.4 | -15.5 | -0.4 | 0.9
COc1cc(CNCCc2ccc(S(N)(=O)=O)cc2)ccc1OCC(=O)NC(C)(C)C | -3.2 | -33.9 | 1.1 | -0.4 | -3.4 | -0.1 | -0.1 | -10.1 | -0.3 | 1
O=C(NCCO)c1ccc2[nH]c3ccccc3c2c1 | -3.1 | nt | 1 | -3.6 | 1.7 | -1.4 | 2.1 | -13.2 | -0.1 | 1
COc1ccc(-n2nc(C(C)=O)c(=O)[nH]c2=O)cc1 | -2.0 | -7.4 | 1 | -4.6 | -10.2 | -0.7 | 1.6 | -5.8 | 0.0 | 1
COc1cc2nc(C3CC3)n(NC(=O)c3ccc(Cl)cc3)c(=O)c2cc1OC | 1.3 | -12.1 | 1 | -3.5 | -15.1 | 0.1 | 1.0 | -11.6 | -0.2 | 1.1
CC(C)(C)NC(=O)C(c1cccs1)N(C(=O)c1csnn1)c1ccccc1F (stereo unspecified) | -3.7 | 7.0 | 0.9 | -4.5 | 6.2 | -0.6 | 1.3 | -7.4 | -0.2 | 0.9
Cc1c(NC(NC(=O)CC(C)C)C(Cl)(Cl)Cl)c(=O)n(-c2ccccc2)n1C (stereo unspecified) | -0.6 | -4.4 | 1.2 | -2.3 | -5.5 | -0.6 | 3.4 | -0.4 | -0.2 | 1.2
COc1ccc(S(=O)(=O)N2CCOCC2)cc1NC(=O)CN1CCCC1 | -1.6 | 9.7 | 0.9 | -2.5 | -2.0 | -0.2 | 1.3 | -11.7 | -0.5 | 0.9
CCOc1ccc(CC(=O)OCN2C(=O)c3ccccc3C2=O)cc1 | 0.3 | nt | 1 | -1.0 | -5.0 | 1.6 | 2.2 | -6.5 | -0.4 | 0.9
CC(C)(NO)/C(=N\O)c1ccccc1 | -6.0 | nt | 1.3 | -5.8 | -6.6 | -3.5 | 0.8 | -10.1 | -0.2 | 1.3
Cn1c(SCC(=O)c2ccc(F)cc2)nnc1-c1ccccc1N | 1.6 | -10.0 | 1 | -5.1 | 2.4 | 1.0 | 0.0 | -10.4 | 1.0 | 1
COc1ccc(N(CC(=O)NN=C2CCCCCCC2)S(=O)(=O)c2ccccc2)cc1Cl | -2.5 | nt | 0.9 | -2.7 | 17.3 | 0.1 | 1.1 | -13.5 | -0.2 | 0.8
O=C(Nc1ccc(Cl)c([N+](=O)[O-])c1)ONC1=NCCCCC1 | -4.1 | -5.1 | 0.9 | -3.0 | 5.2 | 0.2 | 1.2 | -11.9 | -0.3 | 1
CCOC(=O)c1sc2ncnc(N3CCN(c4ccc(OC)cc4)CC3)c2c1C | -5.8 | 19.8 | 1 | 0.4 | 7.2 | 1.6 | -0.6 | -3.6 | 0.5 | 0.9
CS(=O)(=O)c1ccccc1C(=O)NC1CCCc2ccccc21 (stereo unspecified) | 2.7 | -18.5 | 1 | -0.3 | -1.3 | -1.3 | 1.0 | -18.6 | -0.3 | 1
CN(C)c1cccc2c(C=C(C#N)C#N)ccc(N(C)C)c12 | -3.3 | -1.9 | 0.4 | 26.5 | 2.7 | 0.3 | 1.5 | 36.0 | -0.2 | 0.7
CCOc1ccc(-c2nnc(N)s2)cc1 | -3.4 | 23.0 | 0.9 | -7.5 | -3.9 | -0.1 | 2.2 | -11.7 | -0.2 | 0.9
CS(=O)(=O)N1CCc2cc(C(=O)N3CCOCC3)ccc21 | -2.4 | -6.8 | 0.8 | -0.6 | -9.1 | 0.8 | 0.7 | -3.0 | -0.2 | 0.8
CSC(=NCc1cccnc1)NS(=O)(=O)c1cccs1 | -8.4 | -22.9 | 0.7 | -6.6 | -7.1 | 0.8 | 4.1 | -5.1 | -0.3 | 0.6
CCC(C)(C(=O)NC1CCCC1)N(C(=O)CNC(C)=O)c1ccc(C)cc1 (stereo unspecified) | 4.7 | nt | 1 | -1.4 | -4.5 | -2.4 | 0.9 | -12.4 | -0.2 | 0.9
Cc1ccc(S(=O)(=O)/N=C2/NC(=O)/C(=C\c3ccco3)S2)cc1 | 2.5 | nt | 1.1 | -8.5 | -8.7 | -4.4 | 5.4 | -15.3 | -0.1 | 1.1
N/C(=N\OC(=O)c1ccccc1[N+](=O)[O-])c1cccnc1 | 1.0 | nt | 0.9 | -1.6 | 3.1 | 1.9 | 2.0 | -8.7 | 0.0 | 0.9
COc1ccc(N(C(=O)Cn2nnc(-c3ccccc3F)n2)C(C(=O)NCC2CCCO2)c2ccc(Cl)cc2)cc1 (stereo unspecified) | 1.4 | -10.7 | 0.9 | -6.2 | -6.0 | -0.7 | 6.0 | -9.3 | -0.5 | 0.9
Cc1cc(SCCC(=O)O)nc2ccccc12 | nt | nt | 1 | -6.5 | -3.2 | 0.0 | nt | -7.9 | -0.5 | 1
CC(C)(C)n1nc2c(c1NC(=O)COc1ccccc1F)CS(=O)(=O)C2 | 1.2 | -3.0 | 1.1 | -6.0 | -5.3 | -1.0 | 0.0 | 4.7 | -0.2 | 1.1
CCCCNC(=O)COC(=O)c1c2c(nc3ccccc13)/C(=C/c1cccs1)CC2 | 1.6 | 36.7* | 1.7 | 3.5 | 3.4 | 2.2 | 4.0 | 2.1 | -0.1 | 1.4
Cc1cccc(NC(=O)COC(=O)c2cc(C)oc2C)c1 | -2.1 | -8.9 | 1 | -5.3 | 10.3 | -1.8 | 4.2 | -11.1 | -0.2 | 0.9
O=C(Nc1cc(Cl)cc(Cl)c1)C(NCCCO)c1ccccc1 (stereo unspecified) | 5.6 | -6.7 | 0.9 | -3.4 | 10.6 | 0.7 | 0.8 | -29.7 | 0.2 | 0.9
COc1ccc(S(=O)(=O)N2CCc3ccccc3C2)cc1OC | -3.2 | nt | 0.9 | -1.2 | 1.3 | 0.8 | 2.9 | -3.4 | 0.0 | 0.9
COC(=O)c1ccc(NC(=O)CSc2nnc(-c3ccccc3)n2C)cc1 | -1.0 | nt | 1.1 | -4.4 | -1.6 | 1.4 | 2.6 | -9.0 | -0.1 | 1.1
Cc1cc(-c2nnc3n2N=C(c2ccc(-c4ccccc4)cc2)CS3)n[nH]1 | -5.3 | 2.6 | 1 | -1.1 | 65.9* | -0.2 | 0.9 | -16.5 | 0.1 | 0.8
